Assay outcomes: PubChem, National Center for Advancing Translational Sciences (NCATS)
Vif-A3F inh: blocks the Vif interaction with APOBEC3F; HeLa A3F-eYFP + Vif (tagged APOBEC3F with the HIV-1 protein that degrades it), YFP fluorescence increase; Potency, µM (series often up to 46.1 µM), without a hit: top-dose activity, negative = active; 390,000 compounds, 0.2% hits; AID 602313; note: % of control where 0% means no effect; nearly all actives have a fitted effect of over 65% in size
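HeLa cells stably expressing A3F-eYFP plus Vif, plated and incubated overnight at 37 deg C, then exposed to compounds overnight at 37 deg C. Blocked degradation read as raised yellow fluorescence (Ex 488/Em 500-530).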
rTrxR1 inhibitor: rat TrxR1 inhibition; O89049; 390,000 compounds, 1% hits; Potency, µM (doses to about 114 µM), for the others: at the top dose activity change, negative = inhibition, hits mostly inhibitors; recombinant rTrxR1, NADPH fluorescence consumption, selenite substrate; AID 588453; note: % is set by controls: 0 for no effect and ±100 for the full control effect; nearly all actives have a fitted effect of over 65% in size
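Rat TrxR1 (90 nM in the dispensed reagent) was pre-reduced with 400 uM NADPH for 5 min at room temperature, then incubated with compound for 15 min. After 400 uM selenite was added, NADPH fluorescence (Ex 340/Em 450 nm) was followed for 8 min.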
USP1 inh: USP1/UAF1 (human) deubiquitinase inhibition; Potency, µM (highest dose often 57.1 µM), for inactives: at the top dose activity change, negative = inhibition, most hits filed as inhibitors; 390,000 compounds, 0.23% hits; recombinant USP1/UAF1, Ub-Rhodamine cleavage fluorescence; note: % is set by controls: 0 for no effect and ±100 for the full control effect; nearly all actives have a fitted effect of over 60% in size; inactives centre near -12
Target sequence (O94782 whole entry, looked up): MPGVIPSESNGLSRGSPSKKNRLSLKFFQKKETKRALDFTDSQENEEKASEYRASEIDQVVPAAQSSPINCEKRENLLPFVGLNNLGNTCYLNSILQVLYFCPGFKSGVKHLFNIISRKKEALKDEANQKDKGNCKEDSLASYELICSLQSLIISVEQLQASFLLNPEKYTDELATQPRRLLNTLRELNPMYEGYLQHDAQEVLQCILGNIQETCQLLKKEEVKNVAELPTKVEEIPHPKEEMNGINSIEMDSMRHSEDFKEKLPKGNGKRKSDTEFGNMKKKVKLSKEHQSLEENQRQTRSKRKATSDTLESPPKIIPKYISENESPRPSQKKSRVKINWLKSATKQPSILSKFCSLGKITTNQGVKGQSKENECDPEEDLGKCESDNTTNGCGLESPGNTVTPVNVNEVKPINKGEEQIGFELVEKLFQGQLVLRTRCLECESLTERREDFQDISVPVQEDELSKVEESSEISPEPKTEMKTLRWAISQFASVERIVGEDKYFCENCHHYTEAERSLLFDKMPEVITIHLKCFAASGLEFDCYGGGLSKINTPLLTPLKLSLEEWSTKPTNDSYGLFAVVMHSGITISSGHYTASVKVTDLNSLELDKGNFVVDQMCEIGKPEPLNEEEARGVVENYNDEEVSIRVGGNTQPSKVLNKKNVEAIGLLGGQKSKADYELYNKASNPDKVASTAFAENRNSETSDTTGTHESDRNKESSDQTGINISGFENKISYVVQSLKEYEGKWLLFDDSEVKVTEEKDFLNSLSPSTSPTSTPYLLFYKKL
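High-throughput fluorogenic screen: 1nM USP1/UAF1 complex, Ub-Rho substrate 150nM final, 50mM HEPES pH 7.8 with 0.5mM EDTA, 0.1 mg/ml BSA, 1mM TCEP and 0.01% Tween-20.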
RGS4 inh: blocks human RGS4-accelerated GTP hydrolysis; P49798; Transcreener GDP fluorescence polarization, RGS4-accelerated GTP hydrolysis; Potency, µM (titrated, usually from 114 µM), for the others: at the highest dose activity change, negative = inhibition, hits mostly inhibitors; 390,000 compounds, 0.039% hits; AID 504845; note: % is set by controls: 0 for no effect and ±100 for the full control effect; nearly all actives have a fitted effect of over 75% in size; some results filed as inactive show a strong effect at the top dose
Target sequence (P49798 whole entry, looked up): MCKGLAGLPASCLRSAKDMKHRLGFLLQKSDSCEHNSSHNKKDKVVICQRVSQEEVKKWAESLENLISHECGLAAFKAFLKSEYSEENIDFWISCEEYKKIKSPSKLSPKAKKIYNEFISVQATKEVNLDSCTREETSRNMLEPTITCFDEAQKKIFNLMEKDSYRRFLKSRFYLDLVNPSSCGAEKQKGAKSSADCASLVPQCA
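MLSMR compounds (23 nl, pin-transferred) preincubated 10 min at room temperature with a 500nM (2x) first reagent, then RGS4 at 900nM (2x) plus Transcreener GDP mix added; fluorescence polarization (620/688 nm) read before and after 90 min at 30 °C.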
ALOX12 inh: ALOX12 (human) lipoxygenase inhibition; Potency, µM (top dose mostly 108 µM), without a hit: at the top dose activity change, negative = inhibition, actives largely listed as inhibitors; AID 1671190; 580,000 compounds, 1.1% hits; P18054; purified 12hLO, xylenol orange hydroperoxide absorbance; note: % is set by controls: 0 for no effect and ±100 for the full control effect
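Purified human 12hLO (150 nM final) in 25 mM Hepes, 0.01% Triton X-100, pH 7.0 was preincubated 15 min at room temperature with compound. Then 40 uM arachidonic acid was added, 30 min. Hydroperoxide was read by Fe-XO absorbance ratio 573/405 nm.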
TrxR1 substrate: substrates of rat thioredoxin reductase 1. O89049. purified TrxR1 substrate turnover, NADPH consumption readout. Potency, µM (doses to about 114 µM), inactives show at the highest dose activity change, negative = substrate turnover. 390,000 compounds, 0.01% hits. AID 588456; note: % is set by controls: 0 for no effect and ±100 for the full control effect; nearly all actives have a fitted effect of over 50% in size
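Rat TrxR1, dispensed at 90 nM, was prereduced with 400 uM NADPH (final) for 5 min at ~22 deg C, then incubated with compound 15 min before 400 uM selenite. A first-read NADPH fluorescence drop versus no-compound background flagged substrates.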
RXFP1 agonist: activates the human relaxin receptor RXFP1; Q9HBX9; HEK293T-RXFP1 cAMP TR-FRET, 30 min; response scale: percent of porcine relaxin response, buffer zero; Potency, µM (top dose mostly 57.5 µM), for inactives: at the top dose activation, actives largely listed as activators; 370,000 compounds, 0.3% hits; AID 2676; note: % is set by controls: 0 for no effect and ±100 for the full control effect; nearly all actives have a fitted effect of over 60% in size; many of its hits are not listed in these tables
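HEK293T cells stably expressing RXFP1 were pretreated with the PDE4 inhibitor Ro 20174, exposed to compounds for 30 min at 37C, lysed, and cAMP was read by TR-FRET. Data normalized to buffer (basal) and 29 nM porcine relaxin (100%).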
Vif-A3G inh: Vif-A3G binding inhibition. Potency, µM (doses to about 46.1 µM), inactives show top-dose activity, negative = active, actives largely listed as inhibitors. 410,000 compounds, 0.076% hits. AID 602310. HeLa A3G-eYFP + Vif (tagged APOBEC3G with the HIV-1 protein that degrades it), YFP fluorescence, overnight;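 note: % is set by controls: 0 for no effect and ±100 for the full control effect; nearly all actives have a fitted effect of over 60% in size; hits raise eYFP signal because A3G escapes Vif-driven loss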
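HeLa cells stably expressing Vif and C-terminally eYFP-tagged A3G, seeded overnight at 37 deg C, then exposed to compound by pintool overnight at 37 deg C. Rise in yellow fluorescence (Ex 488/Em 500-530, Acumen) marks blocked Vif-driven A3G degradation.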
IDH1 R132H inh: human IDH1 R132H inhibition; 390,000 compounds, 0.093% hits; Potency, µM (titrated, usually from 76.6 µM), without a hit: at the highest dose activity change, negative = inhibition, most hits filed as inhibitors; IDH1-R132H enzyme, NADPH consumption, diaphorase/resazurin fluorescence; AID 602179; O75874; note: % is set by controls: 0 for no effect and ±100 for the full control effect; nearly all actives have a fitted effect of over 65% in size
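IDH1-R132H (0.5 ug/mL) preincubated 30 min with compound, then NADPH (0.016 mM) and alpha-KG (2 mM) added; 80 min at RT, pH 7.5. Remaining NADPH coupled via diaphorase/resazurin to fluorescence (540/590 nm); concentration-response curves normalized to no-enzyme control.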
The depositor's hits bear a star; ? = inconclusive; / = not tested or not shown; & = joins results of further samples; [ ] = remark or other dose. Calls come from the whole dose curve; as a rule, active = well fitted curve in the direction sought with a large enough effect; inconclusive = small, poorly fitted or top-dose-only effect, or another doubt; inactive = no such curve, though single readings can be large; an effect the other way counts as inactive or inconclusive. Potency is the fitted concentration of half-maximal effect. An excerpt; the hit share may differ from the screen's.

SMILES	Vif-A3F inh	rTrxR1 inhibitor	USP1 inh	RGS4 inh	ALOX12 inh	TrxR1 substrate	RXFP1 agonist	Vif-A3G inh	IDH1 R132H inh
CC(=O)Nc1ccc(S(=O)(=O)NNC(=O)c2ccc(C)cc2)cc1	1.1%	-4.3%	-22.4%	-4.1%	-2.6%	-2.2%	1.0%	-2.0%	6.4%
Cc1[nH]c(=O)[nH]c(=O)c1CSc1nnc(CCCCCNC(=O)OC(C)(C)C)o1	5.9%	15.6%	-12.9%	-43.7%	-40.3%	20.3%	1.3%	0.3%	1.2%
Cc1ccnc(NC(=O)CSc2ccccn2)c1	-2.5%	15.1%	-19.1%	-2.4%	-4.0%	5.2%	0.4%	-0.8%	11.6%
CSCCC(NS(=O)(=O)c1ccc(C)cc1)C(=O)NC1CCCCCC1 (configuration not stated)	9.2%	-7.6%	-10.6%	-38.0%	-1.0%	-7.9%	0.3%	-5.2%	3.9%
OCCNc1nc(Nc2ccccc2Oc2ccccc2)nc(N2CCCC2)n1	1.1%	5.3%	/	22.3%	-4.6%	-10.0%	/	0.5%	/
COCCn1cnc2c(c1=O)c1nc3ccccc3nc1n2/N=C/c1ccc(OC)c(OC)c1	3.9%	9.3%[11.4 µM]	-13.4%	-25.8%	0.0%	8.8%[11.4 µM]	-0.2%	-3.2%	2.7%
COc1cccc(CN2CCN(Cc3cccc(Br)c3)CC2)c1OC	?	11.4%	-10.0%	21.5%	?	5.7%[57.1 µM]	1.9%	0.0%	-4.3%
COc1ccc2cc(C(=O)NCC(=O)O)sc(=O)c2c1OC	10.1%	-8.6%	-10.7%	-12.2%	-16.1%	-6.7%	2.5%	6.6%	2.1%
O=C(CSc1nc2c(c(=O)[nH]1)CCCC2)Nc1ccccc1C(F)(F)F	/	25.3%	?	10.2%	?	8.3%	-3.2%	/	/
O=C(N/N=C/c1ccccc1F)c1cc2c(ccc3ccccc32)o1	3.4%	34.0%	-26.7%	-18.7%	-9.7%	26.5%	1.7%	1.3%	-7.5%
CC(=O)Nc1ccc(NC(=O)c2nc(-c3ccccc3)oc2C)cc1	-5.6%	-5.9%[57.1 µM]	-19.7%	1.9%	6.3%&-1.4%	-5.8%[57.1 µM]	3.3%	2.8%	-1.5%
Cc1onc(-c2c(F)cccc2Cl)c1C(=O)N(C)C1CCCCC1	1.5%	11.9%	-18.1%	1.8%	-0.9%	-0.8%	0.5%	1.2%	-4.0%
CC(=O)c1ccc(OCC(C)C)c(Cc2c(O)nc(N)[nH]c2=O)c1	8.7%	-1.3%	-18.2%	-11.7%	11.4%	-4.1%	-0.4%	2.2%	12.4%
COCCN(C(=O)CCCC(=O)Nc1ccccn1)C(C(=O)NC1CCCCC1)c1ccc(C)cc1 (configuration not stated)	-3.5%	-3.0%	-7.0%	-4.2%	0.1%	-4.2%	-0.5%	1.3%	0.8%
COc1ccc(S(=O)(=O)N(C)CC(=O)NC2CC2)cc1OC	2.4%	7.0%	-11.9%	10.1%	9.1%	-1.4%	-1.5%	-0.1%	-3.1%
CCc1ccc(CN2CCC(Oc3ccc(C(=O)N4CCCC4)cc3)CC2)cc1	1.6%	-14.9%	-4.6%	-11.5%	?	-14.5%	-2.6%	-0.7%	2.0%
Clc1cccc(Cl)c1COc1ccncc1	2.0%	10.2%	-8.7%	0.2%	0.0%	-1.3%	-0.6%	-1.5%	-2.6%
C/C(NCCc1ccc(O)cc1)=C1/CCOC1=O	0.3%	/	-21.2%	/	3.5%	/	/	-2.4%	-1.0%
CNC(=O)c1sccc1Oc1ccc(F)cc1[N+](=O)[O-]	-0.4%	4.8%	-10.3%	-41.7%	-11.2%	2.1%[57.1 µM]	-2.0%	-6.6%	4.0%
CCN(CC)c1ccc(NC(=O)CN2CCN(c3ccccn3)CC2)cc1	-5.9%	17.7%	-15.3%	13.3%	0.0%	3.9%	-0.2%	-5.3%	3.8%
Cc1ccc(OCC(=O)Nc2ccc(S(=O)(=O)Nc3onc(C)c3C)cc2)cc1	-10.0%	6.0%[57.1 µM]	-5.4%	47.3%	-3.0%	-3.6%[57.1 µM]	3.6%	-0.7%	12.2%
O=C(c1ccc2c(c1)OCCO2)N(Cc1cccnc1)c1nc2c(F)cccc2s1	3.7%	9.9%[57.1 µM]	?	-17.9%	-13.9%	-3.0%[57.1 µM]	4.4%	6.6%	3.4%
CCN(CC)S(=O)(=O)c1ccc(NC(=O)c2c(C)oc3ncnc(N4CCCCC4)c23)cc1	-22.0%	23.1%	-14.6%	20.4%	?	1.9%	-2.3%	-1.2%	-17.3%
CC(=O)c1ccc(S(=O)(=O)N2CCN(C(=O)c3ccc(N)c([N+](=O)[O-])c3)CC2)cc1	0.5%	-12.4%	-14.1%	-12.1%	-0.9%	-9.5%	0.9%	-0.3%	0.2%
CC(=O)N1C(C(=O)O)CSC1c1cccc(C)c1 (configuration not stated)	-3.9%	-1.4%	4.2%	-38.4%	?	-5.5%	0.6%	0.4%	-0.1%
O=C(CCS(=O)(=O)c1nc(-c2cccs2)cc(C(F)(F)F)n1)Nc1ccc(Br)cc1	1.5%	-12.2%	9.3%	-17.9%	0.9%	5.3%[2.29 µM]	13.8%	?	-1.4%
O=C(NC1CCCCC1)c1cc(-c2ccccc2O)on1	15.3%	4.4%	4.8%	16.5%	6.7%	-1.0%	0.7%	-1.3%	12.3%
COc1ccc(CNC(=O)CN(c2ccccc2)S(=O)(=O)c2ccccc2[N+](=O)[O-])cc1	-2.6%	21.9%[57.1 µM]	-13.4%	-15.3%	-3.0%	-6.2%[57.1 µM]	-0.2%	1.4%	4.6%
O=C(NCCSc1c[nH]c2ccccc12)C1CC1	-1.2%	7.9%[57.1 µM]	-10.7%	-9.4%	-2.3%	6.8%	0.0%	-4.1%	-0.3%
NC1=NN(c2cccc(C(=O)O)c2)C(=O)C1	-7.3%	-11.7%	-15.2%	-23.5%	-14.8%	-9.0%	2.1%	2.4%	4.6%
CCC(=O)Nc1ccc(NC(=O)c2ccco2)c(OC)c1	1.6%	-16.0%	3.0%	-3.8%[11.4 µM]	147.2%[activator][57.4 µM]	-6.2%	-0.1%	-6.4%	-9.0%
CCNC(=S)N/N=C/c1cccc(/C=N/NC(=S)NCC)c1	12.5%	24.3%	-0.1%	-2.6%	-6.8%	13.1%	1.0%	2.9%	-4.3%
NC(=O)c1sc2nc(-c3cccnc3)ccc2c1N	-1.6%	4.5%	-12.7%	-31.7%	?	-1.8%	1.7%	-5.5%	7.7%
Cc1ccc(C2(C)NC(=O)N(CC(=O)NC(=O)NC(C)C)C2=O)cc1 (configuration not stated)	-0.7%	15.4%	-19.1%	3.7%	4.7%	4.3%	2.5%	-5.1%	7.1%
COc1ccc(-n2cnc3sccc3c2=O)cc1	-16.1%	10.4%	-16.3%	6.8%	7.8%	5.3%	-0.3%	1.0%	0.0%
COc1ccccc1NC(=O)c1ccc(NC(=O)CN2CCCCC2)cc1	-14.6%	4.1%	-1.3%	-0.8%	?	-8.0%	/	3.6%	-0.3%
CCc1ccc(-c2nc(CSCC(=O)NCCCN3CCCC3=O)c(C)o2)cc1	-2.2%	7.4%	-8.0%	-5.2%	0.0%	1.5%	-0.4%	-1.0%	0.0%
COc1ccccc1NC(=O)NCC1(N(C)C)CCCCC1	1.7%	11.6%[57.1 µM]	-1.5%	-32.1%	0.4%	1.3%[57.1 µM]	1.5%	-1.0%	-9.6%
OCC[C@H]1C[C@H](O)[C@@H](O)[C@@]2(CCc3ccccc3O2)O1	5.6%	20.9%[57.1 µM]	-30.2%	-9.6%	-3.1%	3.5%	2.9%	0.2%	7.7%
NS(=O)(=O)c1cccc(NC(=O)COC(=O)c2ccc(S(=O)(=O)N3CCOCC3)cc2)c1	0.3%	27.7%	-15.9%	-12.4%	6.8%	5.3%	/	3.0%	2.7%

Compound profiles (already shown). Screens in order: Vif-A3F inh	rTrxR1 inhibitor	USP1 inh	RGS4 inh	ALOX12 inh	TrxR1 substrate	RXFP1 agonist	Vif-A3G inh	IDH1 R132H inh
CCC(=O)Nc1ccc(NC(=O)c2ccco2)c(OC)c1 as listed: 1.6%	-16.0%	3.0%	-3.8%[11.4 µM]	147.2%[activator][57.4 µM]	-6.2%	-0.1%	-6.4%	-9.0%
Cc1ccc(C2(C)NC(=O)N(CC(=O)NC(=O)NC(C)C)C2=O)cc1 (configuration not stated) as listed: -0.7%	15.4%	-19.1%	3.7%	4.7%	4.3%	2.5%	-5.1%	7.1%
O=C(CCS(=O)(=O)c1nc(-c2cccs2)cc(C(F)(F)F)n1)Nc1ccc(Br)cc1 as listed: 1.5%	-12.2%	9.3%	-17.9%	0.9%	5.3%[2.29 µM]	13.8%	?	-1.4%
NC(=O)c1sc2nc(-c3cccnc3)ccc2c1N as listed: -1.6%	4.5%	-12.7%	-31.7%	?	-1.8%	1.7%	-5.5%	7.7%
COc1ccc(CNC(=O)CN(c2ccccc2)S(=O)(=O)c2ccccc2[N+](=O)[O-])cc1 as listed: -2.6%	21.9%[57.1 µM]	-13.4%	-15.3%	-3.0%	-6.2%[57.1 µM]	-0.2%	1.4%	4.6%
